SMARCA2 act = SMARCA2 function activation, primary screen | 370,000 compounds, 1% hits | MG213 cells, MMTV-luciferase reporter, dexamethasone, overnight | AID 652017 | activation, % at 9.1 µM; in the data active = activation above about 7.8%;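 note: 0% = vehicle wells and 100% = reference activator wells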
hcDAF-12 act = H. contortus DAF-12 activation, primary screen. HEK293 hcDAF-12 lit1-tk-luc reporter, luminescence; 0% DMSO, 100% Δ7-dafachronic acid. activation, % at 6.8 µM. 370,000 compounds, 1.4% hits;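 active = activation above the mean of all tested compounds plus 3 SD, cut at about 5.5% in these data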;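 note: 100% = response to 3 µM Δ7-dafachronic acid high control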
DAX1 inh-1 = DAX1 (NR0B1) inhibition, primary screen; AID 652010; 370,000 compounds, 1.1% hits; HEK293T StAR-luciferase reporter, SF-1/DAX-1 repression relief; inhibition, % at 6.8 µM;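 active = inhibition above the mean over all tested compounds plus 3 SD, cut at about 3.6% in these data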;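 note: 0% = DAX-1 cells with DMSO and 100% = cells lacking DAX-1 with DMSO; higher inhibition means more luminescence from relief of DAX-1 repression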
ssDAF12 agonist = activators of S. stercoralis DAF-12 nuclear receptor; 370,000 compounds, 1% hits; HEK293 ssDAF-12/GRIP1 lit1-tk-luc reporter, luminescence; % of 3 µM dafachronic acid response; activation, % at 6.8 µM;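 active = activation above the mean over all tested compounds plus 3 SD, cut at about 0.9% in these data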;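 note: 0% = DMSO-only wells and 100% = 3 µM delta7-dafachronic acid wells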
hgDAF12 agonist = activates the H. glycines DAF-12 receptor ligand-binding domain | HEK293 GAL4-hgDAF12 UAS-luciferase reporter, agonist luminescence; normalized to butyrate control | activation, % at 6.8 µM | 370,000 compounds, 1.8% hits;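 active = activation above a cutoff set at the mean of all screened compounds plus 3 SD, cut at about 10% in these data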;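 note: 0% = DMSO wells and 100% = sodium butyrate wells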
DAX1 inh-2 = inhibitors of human orphan nuclear receptor DAX1 (NR0B1); HEK293 Gal4-DAX1 luciferase reporter, luminescence; 340,000 compounds, 0.99% hits; AID 504766; inhibition, % at 6.75 µM;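 active = inhibition above the mean over all tested compounds plus 3 SD, cut at about 4.2% in these data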;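 note: 0% = DAX1-transfected cells with DMSO and 100% = empty-vector control cells with DMSO; inhibition shows as a rise in luminescence from relieved DAX1 repression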
Target sequence (P51843 207-470 limits assumed): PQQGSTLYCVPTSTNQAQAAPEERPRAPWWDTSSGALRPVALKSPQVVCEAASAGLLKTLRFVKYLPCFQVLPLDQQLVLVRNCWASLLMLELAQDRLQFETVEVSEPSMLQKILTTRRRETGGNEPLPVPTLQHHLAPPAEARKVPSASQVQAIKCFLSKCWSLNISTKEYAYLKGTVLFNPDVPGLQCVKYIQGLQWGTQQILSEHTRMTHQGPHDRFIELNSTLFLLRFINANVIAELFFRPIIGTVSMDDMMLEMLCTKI
PLC-beta3 inh = PLC-beta3 (human) inhibition, primary screen; Q01970; Purified PLC-beta3, fluorogenic substrate, fluorescence; inhibition, % at 12.2 µM; 370,000 compounds, 0.18% hits; in the data active = inhibition above about 11%;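 note: 0% = median of compound wells on plate and 100% = full blocker control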
MBD2 inh = inhibitors of human MBD2 binding to methylated oligonucleotide. Q9UBB5. TR-FRET. inhibition, % at 4.4 µM. 370,000 compounds, 0.31% hits; in the data active = inhibition above about 13%
Rev-erbA mod = modulates human Rev-erb alpha binding to DNA | Rev-erbα–FITC-DNA binding, fluorescence polarization, 90 min | 370,000 compounds, 0.79% hits | activity, % at 10 µM;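 active = activity above about 14%, limit read from the data; passing the limit was not always enough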;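 note: 0% = DMSO wells with 35 nM protein and 100% = DMSO wells with 750 nM protein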
Target sequence (P20393 whole entry, looked up): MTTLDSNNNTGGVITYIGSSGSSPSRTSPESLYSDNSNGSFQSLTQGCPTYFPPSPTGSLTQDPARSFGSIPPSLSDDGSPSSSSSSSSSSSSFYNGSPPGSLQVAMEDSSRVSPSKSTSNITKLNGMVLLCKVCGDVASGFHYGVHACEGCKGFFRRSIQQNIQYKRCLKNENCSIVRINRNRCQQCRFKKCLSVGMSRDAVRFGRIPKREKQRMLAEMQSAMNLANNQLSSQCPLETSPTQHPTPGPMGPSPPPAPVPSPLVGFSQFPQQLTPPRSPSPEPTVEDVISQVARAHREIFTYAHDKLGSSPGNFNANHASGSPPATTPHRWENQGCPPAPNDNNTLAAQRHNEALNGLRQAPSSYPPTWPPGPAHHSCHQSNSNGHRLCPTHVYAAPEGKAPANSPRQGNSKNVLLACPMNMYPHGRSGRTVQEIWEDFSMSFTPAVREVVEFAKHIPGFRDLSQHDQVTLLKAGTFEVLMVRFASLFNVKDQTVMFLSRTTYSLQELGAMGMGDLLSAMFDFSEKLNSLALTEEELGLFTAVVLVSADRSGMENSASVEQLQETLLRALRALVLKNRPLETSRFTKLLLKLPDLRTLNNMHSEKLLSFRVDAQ
ADAM17 inh = ADAM17 inhibition, QFRET primary screen | inhibition, % at 6.95 µM | 370,000 compounds, 0.83% hits | recombinant ADAM17, EDANS/DABCYL FRET peptide cleavage | AID 720648 | P78536;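 active = inhibition above the mean of compounds lying between control limits plus 3 SD, set per campaign, cut at about 8.5% in these data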;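 note: 0% = DMSO-only wells as the low control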
PLCg1 inh = inhibitors of human phospholipase C gamma1; P19174; purified PLC-gamma1, fluorogenic substrate, fluorescence; inhibition, % at 12.2 µM; 370,000 compounds, 0.84% hits; AID 720700; in the data active = inhibition above about 9.5%
Active calls of the source: *; . = no result given.

nr | SMILES | SMARCA2 act | hcDAF-12 act | DAX1 inh-1 | ssDAF12 agonist | hgDAF12 agonist | DAX1 inh-2
1 | CCOC(=O)CCP(=O)(O)C(O)c1ccc(OC)cc1 (stereo unspecified) | 0 | -0.4 | -0.2 | -1.0 | -0.9 | 0.1
2 | CNC(=O)c1c(NC(=O)C2=COCCO2)sc2c1CCCC2 | 0 | 0.3 | -1.9 | -0.5 | 0.1 | -0.8
3 | COc1ccc(C(=O)OCC(=O)NCC2CCCO2)cc1S(=O)(=O)N1CCCc2ccccc21 (stereo unspecified) | -4 | -0.2 | -0.1 | -0.2 | 2.1 | 0.3
4 | COc1ccc(S(=O)(=O)N2CCC(C(=O)NCc3cccc(OC)c3)CC2)cc1 | -4 | -1.1 | -0.3 | -1.1 | -2.3 | -1.1
5 | CCOn1c(=O)c(-c2ccc(Cl)cc2)[n+]([O-])c2ccccc21 | -2 | 1.4 | 0.4 | -0.7 | 2.5 | -1.6
6 | CC(C)(C)NC(=O)/C(=C\C=C\c1ccccc1)NC(=O)c1ccc([N+](=O)[O-])cc1 | 8 | -0.8 | -0.1 | -0.8 | 0.0 | 1.4
7 | CCOc1ccccc1OCCCNCc1ccccc1 | 1 | -1.4 | -0.1 | -1.5 | 0.0 | 0.8
8 | Nc1c(C(=O)CSc2nnc(N3CCOCC3)n2-c2cccc(F)c2)c(=O)[nH]c(=O)n1C1CC1 | 4 | -0.6 | 0.0 | -0.8 | 0.5 | 2.4
9 | COc1ccc(S(=O)(=O)N2CCC[C@H]2C(=O)N2CCC[C@H]2C(=O)N(C)Cc2ccccc2)cc1C | -6 | -1.7 | -0.9 | -0.8 | 0.0 | .
10 | Cn1ccc(C(=O)Nc2ccc(Br)cc2Br)n1 | 0 | 7.7* | 4.9* | 0.7 | 20* | 3.4

nr | PLC-beta3 inh | MBD2 inh | Rev-erbA mod | ADAM17 inh | PLCg1 inh
1 | 2 | 5 | -4 | -5 | 2
2 | -41 | -2 | 8 | 0 | -23
3 | 1 | 0 | 0 | 1 | -1
4 | 4 | 3 | 0 | 0 | 1
5 | -28 | 11 | -2 | -7 | -22
6 | 5 | -2 | -1 | 0 | 1
7 | -6 | -5 | 0 | -2 | 1
8 | -6 | 2 | -3 | -1 | -3
9 | 2 | -8 | -8 | 3 | 6
10 | 2 | 3 | 5 | 1 | 1

Next records:
nr | SMILES | SMARCA2 act | hcDAF-12 act | DAX1 inh-1 | ssDAF12 agonist | hgDAF12 agonist | DAX1 inh-2
11 | COC(=O)CCCC1=CC2=C(c3ccccc3)C(=O)C(C)(OC(=O)C3CCCC3)C(=O)C2=CN1CCc1ccccn1 (stereo unspecified) | 4 | -0.1 | -0.8 | -0.9 | -1.6 | 0.2
12 | CCOC(=O)c1c(NC(=O)C2=C(C)NC(=S)NC2c2ccccc2C(F)(F)F)sc(C)c1C (stereo unspecified) | 2 | 1.9 | 0.4 | -0.5 | 0.6 | 4.1
13 | Cc1ccc(CN2CCC(CNS(=O)(=O)c3ccc(-c4ccc(=O)[nH]n4)s3)CC2)cc1 | 3 | -3.1 | 0.2 | -1.4 | -0.1 | -0.5
14 | Cc1onc(-c2ccccc2)c1C(=O)N1CCN(C(=O)c2ccco2)CC1 | 0 | 2.2 | 0.5 | -1.0 | 3.0 | 0.0
15 | COCc1nnc(NC(=O)c2ccc(S(=O)(=O)N(CC(C)C)CC(C)C)cc2)o1 | -3 | 1.6 | -0.5 | -0.7 | -1.2 | 0.0
16 | O=C1NC[C@H](Cc2ccccc2)N(C[C@@H]2CCCN2C[C@H](Cc2ccccc2)N2C[C@H](Cc3ccc(O)cc3)N(CCc3ccccc3)C(=O)C2=O)C1=O | 6 | -0.7 | -0.6 | -1.0 | 1.8 | .
17 | CN(C)Cc1cc(C(C)(C)C)cc(N2CCOCC2)c1O | -3 | -1.8 | -0.9 | -0.5 | 2.5 | 1.5
18 | COc1ccc(C(C(=O)N(C)C2CCCC2)N(Cc2ccc(F)cc2)C(=O)c2csc(N3CCOCC3)n2)cc1OC (stereo unspecified) | -1 | -0.1 | -1.0 | -1.4 | -0.8 | .
19 | Cc1ccc(C(=O)CCC(=O)OCC(=O)Nc2c(C)nn(-c3ccccc3)c2C)cc1 | 0 | -1.2 | -0.2 | -0.7 | -0.2 | 0.3
20 | COc1ccc(Cl)cc1N(CC(=O)N1CCN(Cc2ccccc2)CC1)S(C)(=O)=O | -2 | -0.7 | 0.8 | -1.6 | -1.7 | -1.2

nr | PLC-beta3 inh | MBD2 inh | Rev-erbA mod | ADAM17 inh | PLCg1 inh
11 | -24 | 0 | 4 | -2 | -17
12 | -12 | -3 | 0 | -3 | -10
13 | -9 | -2 | 4 | -6 | -1
14 | 1 | 1 | -6 | -2 | -2
15 | -8 | 5 | 12 | -1 | -2
16 | -17 | -7 | -8 | 3 | 1
17 | -6 | 1 | 2 | -2 | -1
18 | -1 | 0 | -3 | -2 | 0
19 | 0 | 9 | -1 | -3 | 3
20 | -1 | -5 | -3 | 1 | -2

Five structures from above, arranged by length of the SMILES, descending.
nr | SMILES | SMARCA2 act | hcDAF-12 act | DAX1 inh-1 | ssDAF12 agonist | hgDAF12 agonist | DAX1 inh-2
16 | O=C1NC[C@H](Cc2ccccc2)N(C[C@@H]2CCCN2C[C@H](Cc2ccccc2)N2C[C@H](Cc3ccc(O)cc3)N(CCc3ccccc3)C(=O)C2=O)C1=O | 6 | -0.7 | -0.6 | -1.0 | 1.8 | .
18 | COc1ccc(C(C(=O)N(C)C2CCCC2)N(Cc2ccc(F)cc2)C(=O)c2csc(N3CCOCC3)n2)cc1OC (stereo unspecified) | -1 | -0.1 | -1.0 | -1.4 | -0.8 | .
12 | CCOC(=O)c1c(NC(=O)C2=C(C)NC(=S)NC2c2ccccc2C(F)(F)F)sc(C)c1C (stereo unspecified) | 2 | 1.9 | 0.4 | -0.5 | 0.6 | 4.1
15 | COCc1nnc(NC(=O)c2ccc(S(=O)(=O)N(CC(C)C)CC(C)C)cc2)o1 | -3 | 1.6 | -0.5 | -0.7 | -1.2 | 0.0
14 | Cc1onc(-c2ccccc2)c1C(=O)N1CCN(C(=O)c2ccco2)CC1 | 0 | 2.2 | 0.5 | -1.0 | 3.0 | 0.0

nr | PLC-beta3 inh | MBD2 inh | Rev-erbA mod | ADAM17 inh | PLCg1 inh
16 | -17 | -7 | -8 | 3 | 1
18 | -1 | 0 | -3 | -2 | 0
12 | -12 | -3 | 0 | -3 | -10
15 | -8 | 5 | 12 | -1 | -2
14 | 1 | 1 | -6 | -2 | -2

Next section:
nr | SMILES | SMARCA2 act | hcDAF-12 act | DAX1 inh-1 | ssDAF12 agonist | hgDAF12 agonist | DAX1 inh-2
21 | CC(C)(CNC(=O)C1CCCC1)CNC(=O)C1CCCC1 | 1 | -0.9 | -0.3 | -1.0 | -1.0 | 0.5
22 | Cc1cc([N+](=O)[O-])nn1CC(=O)Nc1cccc2nonc12 | -2 | 1.2 | -0.4 | -1.6 | 0.5 | 0.8
23 | CCN1C(=O)N[C@@H](c2ccc(Br)cc2)C(C(C)=O)=C1C | 0 | -2.1 | -0.9 | -0.7 | -1.8 | 2.5
24 | COc1ccc(-n2ncc3c2CC(C)(C)CC3NC(=O)CN2CCOC2=O)cc1 (stereo unspecified) | 0 | -1.4 | -0.4 | -0.9 | -1.9 | 1.4
25 | O=C(CSc1ncn(-c2ccccc2)n1)Nc1nc2c(s1)CCCC2 | -1 | 0.4 | -0.5 | -0.7 | 1.1 | -0.3
26 | Cc1cc(C(=O)CCl)c(C)n1CC1COc2ccccc2O1 (stereo unspecified) | -1 | -1.5 | -0.7 | -0.9 | -4.4 | -2.7
27 | COCCNC(=O)c1ccc2c(Cl)c3c(nc2c1)CCC3 | 6 | 0.9 | 1.2 | -1.3 | 7.1 | 1.5
28 | CN(C)c1ccc(/C=C/c2ccncc2)cc1 | 1 | 3.9 | 1.0 | -0.8 | 8.3 | 0.0
29 | COC(=O)[C@]12C[C@H](CC(=O)N3CCCC3)C(=O)N(CCc3ccc(OC)c(OC)c3)C1=C[C@H](C(C)(C)C)O[C@@H]2C | 1 | -1.6 | -0.9 | -1.6 | 4.1 | .
30 | C/C(=N\O)c1sc(-c2ccccc2)nc1C | 7.9* | 12* | 3.8* | 1.1* | 12* | 2.3

nr | PLC-beta3 inh | MBD2 inh | Rev-erbA mod | ADAM17 inh | PLCg1 inh
21 | 2 | -1 | -3 | -1 | 4
22 | -140 | -1 | 0 | -10 | -83
23 | 1 | 6 | 0 | -4 | 3
24 | -5 | 2 | -4 | -3 | 0
25 | -8 | -1 | -6 | 2 | -7
26 | -4 | 0 | 1 | 1 | -2
27 | -9 | 8 | 2 | -1 | 6
28 | -457 | -1 | 12 | 1 | -380
29 | 1 | -2 | 0 | 1 | 1
30 | 2 | 0 | -5 | -4 | -3

(list continues)
nr | SMILES | SMARCA2 act | hcDAF-12 act | DAX1 inh-1 | ssDAF12 agonist | hgDAF12 agonist | DAX1 inh-2
31 | O=S(=O)(c1cccs1)N1CCN(CCc2ccccc2)CC1 | -2 | -0.5 | -1.1 | -1.5 | 4.0 | 0.0
32 | COc1ccc(N2C(=O)CC(Sc3nc4ccccc4s3)C2=O)cc1 (stereo unspecified) | -5 | 1.5 | 0.7 | 0.1 | 3.1 | -0.8
33 | COC(=O)c1ccccc1NC(=O)CN(c1cc(OC)ccc1OC)S(C)(=O)=O | -3 | -2.4 | 0.1 | -0.9 | 0.5 | 2.1
34 | C#CCOCCOCCOCCNc1nc(N2CCN(C(=O)Cn3cc(CCO)nn3)CC2)nc(N2CCN(C(=O)Cn3cc(CCO)nn3)CC2)n1 | 0 | -1.1 | -0.2 | -1.2 | -1.7 | 0.8
35 | Cc1cccc(CSCc2nnc(N)s2)c1 | 1 | -0.1 | -0.7 | -0.7 | -0.6 | 0.1
36 | CCN(CC)S(=O)(=O)c1cc(C)c(C)cc1Br | -1 | -1.9 | -0.9 | -0.1 | -3.1 | -0.9
37 | COc1ccc(C(C)(C)NC(=O)C2CCC(=O)N(C3CCCC3)C2)cc1OC (stereo unspecified) | -2 | -1.4 | -0.6 | -1.2 | -1.6 | 0.8
38 | COc1ccc(/C=N/NS(=O)(=O)c2ccc(NC(C)=O)cc2)cc1 | 3 | 2.2 | -0.1 | -0.9 | 4.9 | -1.7
39 | Clc1ccc(-n2nnnc2-c2cnc(-c3ccccn3)nc2-c2cccs2)cc1 | -4 | -0.7 | -0.8 | -0.9 | -4.9 | -1.3
40 | CC1CCN(C(=O)c2[nH]cnc2C(=O)Nc2ccccc2F)CC1 | -5 | -1.7 | -0.2 | 0.3 | 5.2 | 0.0

nr | PLC-beta3 inh | MBD2 inh | Rev-erbA mod | ADAM17 inh | PLCg1 inh
31 | -5 | -7 | -4 | -2 | -2
32 | 10 | 4 | 7 | 8 | 5
33 | 1 | -2 | 3 | 2 | 3
34 | 6 | 9 | -2 | -1 | 1
35 | 0 | -3 | -5 | -6 | 0
36 | 3 | 0 | -3 | -1 | 0
37 | -1 | -1 | 1 | 0 | 2
38 | -3 | -1 | 1 | -4 | -1
39 | -6 | 4 | . | 0 | -1
40 | 0 | 2 | 11 | -6 | -1
